High-throughput results from PubChem BioAssay.
KB-V1 cytotox: kills drug-selected multidrug resistant KB-V1 cells. AID 1347076. KB-V1 MDR cells viability, CellTiter-Glo, 72 h. actives 3.4% (n = 400,000). Potency, µM (titrated, usually from 46.1 µM), inactives show at the top dose activity change, negative = cytotoxicity, usual class: cytotoxic; further: potency means the concentration at half of the fitted maximal effect; on the % scale 0 is the no-effect control and ±100 the full control effect; nearly all actives have a fitted effect of over 60% in size
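Compound-treated KB-V1 multidrug-resistant cells, 72 h, 37 degrees C; viability by CellTiter-Glo. Fitted qHTS curves give the values.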
DRD3 antagonist: blocks the human D3 dopamine receptor | max response, negative = inhibition, % | AID 652054 | D3R cells, DiscoveRx beta-arrestin luminescence, antagonist mode; hits give low values | actives 2.5% (n = 360,000); in the data active means max response below about -50%; inconclusive means no clear call, values can overlap the other calls; further: on the % scale 0 is the no-effect control and ±100 the full control effect; mostly tested at two doses, the higher about 12 µM
Target sequence (P35462 whole entry, looked up): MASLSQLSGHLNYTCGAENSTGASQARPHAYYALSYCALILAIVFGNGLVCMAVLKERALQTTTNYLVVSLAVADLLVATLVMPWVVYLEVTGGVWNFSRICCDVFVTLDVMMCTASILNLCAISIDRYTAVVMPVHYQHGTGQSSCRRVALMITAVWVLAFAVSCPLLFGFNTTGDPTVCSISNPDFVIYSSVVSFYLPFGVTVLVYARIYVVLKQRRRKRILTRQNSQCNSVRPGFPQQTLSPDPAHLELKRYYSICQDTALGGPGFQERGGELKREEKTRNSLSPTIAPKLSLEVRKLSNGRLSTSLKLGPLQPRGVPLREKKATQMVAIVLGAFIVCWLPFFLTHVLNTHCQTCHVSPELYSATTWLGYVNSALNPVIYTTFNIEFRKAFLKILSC
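Cells plated overnight at 1500 cells/well, then exposed to library compounds with dopamine controls for 90 minutes at 37 degrees C. DiscoveRx reagent added for 30–60 minutes at room temperature; luminescence read, quantitative HTS format.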
D3 ag: D3 dopamine receptor (human) agonism; actives 0.58% (n = 410,000); D3R DiscoveRx beta-arrestin cells, luminescence, 90 min; AID 652048; max activation, %; in the data active means max activation above about 30%; further: 0% is about no effect; mostly tested at two doses, the higher about 12 µM
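Agonist mode: compounds and dopamine controls were applied to plated cells for 90 min at 37 degrees C after an overnight attachment at 1500 cells/well. Luminescent read-out followed 30 - 60 minutes at room temperature with DiscoveRx detection reagent.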
SW480 rereplic: DNA re-replication induction in SW480 cells; SW480 DNA re-replication, Hoechst DNA content imaging, 48 h; Potency, µM (doses to about 46.1 µM), for the others: top-dose re-replication activation, most hits filed as activators; actives 1.8% (n = 340,000); AID 624297; further: potency means the concentration at half of the fitted maximal effect; % of control where 0% means no effect; nearly all actives have a fitted effect of over 55% in size
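Image-based DNA-content assay: after two days of treatment, nuclei were labelled with the DNA dye Hoechst and imaged, and hits were compounds raising the count of nuclei showing high fluorescence intensity.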
HT1080 IDH1KD tx: HT-1080 IDH1 knockdown cell toxicity (counter line). HT-1080 IDH1 knockdown viability, ATP luminescence, 48 h. Potency, µM (doses to about 46.1 µM), without a hit: top-dose activity, negative = toxicity, most hits filed as cytotoxic. actives 2% (n = 360,000). AID 686971;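 further: potency means the concentration at half of the fitted maximal effect; 0% = DMSO wells and -100% = cell-free medium wells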
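Using the IDH1-knockdown HT-1080 line run in the same batch and compound series as the NT line, viability after 48 h at 37 °C was determined by CellTiter-Glo luminescence and expressed as % activity.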
HT1080NT lethal: kills 2HG-producing HT-1080-NT fibrosarcoma cells | HT-1080-NT fibrosarcoma viability, CellTiter-Glo ATP luminescence, 48 h | Potency, µM (top dose mostly 46.1 µM), for inactives: top-dose activity, negative = less viability, most hits filed as cytotoxic | actives 1.6% (n = 360,000) | AID 686970;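 further: NT is the 2HG producing partner of a matched IDH1 knockdown line; potency means the concentration at half of the fitted maximal effect; 0% = DMSO-treated cells and -100% = media-only wells without cells; nearly all actives have a fitted effect of over 55% in size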
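Compounds were tested in concentration-response format on HT-1080-NT cells for 48 hours at 37 degrees C. Cell viability came from CellTiter-Glo luminescence; curves were classified by r2, response magnitude and activity.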
IL1B secr inh: inflammasome signaling inhibition, IL-1 beta readout; THP-1 LPS/ATP IL-1B secretion, AlphaLISA, 16 h; hits give low values; activity change, % at 57.5 µM; actives 4.7% (n = 360,000); in the data active means activity change below about -50%; inconclusive means mostly about -30% to -49%; further: on the % scale 0 is the no-effect control and ±100 the full control effect
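THP-1 cells pretreated 1 hr with compounds (up to 57.5 uM final), then stimulated with LPS (250 ng/mL final) plus ATP (1.25 mM final); secreted IL-1B measured by AlphaLISA after 16 hr, decreased signal indicating inhibition.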
GLP-1R agonist: activates the human GLP-1 receptor. P43220. HEK293 GLP-1R CRE-luciferase, luminescence, 4-6 h; cells express a hypersensitive GLP-1R form. Potency, µM (titrated, usually from 45.6 µM), for the others: at the top dose activation, most hits filed as activators. actives 0.007% (n = 380,000). AID 624172; further: potency means the concentration at half of the fitted maximal effect; % of control where 0% means no effect
Target sequence (P43220 whole entry, looked up): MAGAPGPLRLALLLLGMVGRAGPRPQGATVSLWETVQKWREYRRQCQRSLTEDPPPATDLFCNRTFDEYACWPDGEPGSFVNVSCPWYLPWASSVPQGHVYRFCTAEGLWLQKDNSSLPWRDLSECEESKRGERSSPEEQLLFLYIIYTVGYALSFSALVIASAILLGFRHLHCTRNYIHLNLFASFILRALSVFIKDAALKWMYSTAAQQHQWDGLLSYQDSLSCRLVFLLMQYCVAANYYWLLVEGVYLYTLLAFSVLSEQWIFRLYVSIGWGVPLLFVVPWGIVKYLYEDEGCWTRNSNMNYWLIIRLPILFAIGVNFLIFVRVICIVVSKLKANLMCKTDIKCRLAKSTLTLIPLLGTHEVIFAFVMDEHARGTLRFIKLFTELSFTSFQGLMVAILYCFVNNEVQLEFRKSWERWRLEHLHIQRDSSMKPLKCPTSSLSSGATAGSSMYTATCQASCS
KB-3-1 cytotox: KB-3-1 parental cell cytotoxicity; KB-3-1 viability, CellTiter-Glo ATP luminescence, 72 h; Potency, µM (highest dose often 46.1 µM), inactives show at the highest dose activity change, negative = cytotoxic, usual class: cytotoxic; actives 1.4% (n = 400,000); further: potency means the concentration at half of the fitted maximal effect; on the % scale 0 is the no-effect control and ±100 the full control effect; nearly all actives have a fitted effect of over 60% in size
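Using CellTiter-Glo luminescence, growth of non-resistant KB-3-1 adenocarcinoma cells is assessed 72 h after pin-tool compound addition at 37 °C. Normalized responses across the concentration series yield fitted curves.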
Starred values were filed as active, the others as inactive; ? = inconclusive; . = not tested or not shown; & = joins results of further samples; [ ] = remark or other dose. Unless noted, the call rests on the fitted dose curve; in most records, active means well fitted curve in the direction sought with a large enough effect; inconclusive means small, poorly fitted or top-dose-only effect, or another doubt; inactive means no such curve, though single readings can be large; an effect the other way counts as inactive or inconclusive.

SMILES | KB-V1 cytotox | DRD3 antagonist | D3 ag | SW480 rereplic | HT1080 IDH1KD tx | HT1080NT lethal | IL1B secr inh | GLP-1R agonist | KB-3-1 cytotox
COc1ccc2[nH]c(C(=O)O)c(NC(=O)c3cc(OC)c(OC)c(OC)c3)c2c1 | -12% | 1 | 4 | -15% | 2% | 3% | 38 | -1% | 4%
COCC(=O)n1nc(-c2ccccc2)nc1NCc1ccccc1 | 10% | 4 | 2 | 2% | 6% | 3% | -21 | 14% | 12%
O=C(OCC(=O)N1CCN(c2ccccc2)CC1)C1=COCCO1 | -9% | 23 | 2 | -2% | 11% | 14% | 0 | 3% | ?
CC(=O)NCCn1c(SCc2cc(F)ccc2F)nc2ccccc2c1=O | ? | -21 | 5 | -4% | ? | -5% | 8 | -4% | 1%
Cc1ccccc1-n1c(N)c(C(=O)Nc2ccc(F)cc2)sc1=S | -14% | 1 | -10 | -2% | -12% | -12% | -8 | 6% | -8%
COc1ccccc1NC(=O)Cn1c(CN2CCCCC2)nc2ccccc2c1=O | 11% | -25 | -14 | 0% | 5% | 8% | -1 | 1% | 7%
O=C(Nc1ccc(N2CCCC(O)C2)cc1)c1snc2c(=O)[nH]cnc12 (stereo not drawn) | -4% | -24 | -18 | -3% | 18%[9.24 µM] | 2% | 1 | 1% | -2%
CCc1nn(-c2ccccc2)c2c1-c1cc(OC)c(OC)cc1C1(N2)C(=O)Nc2ccccc21 (stereo not drawn) | ? | -1 | 15 | ? | -22% | 0% | -4 | 7% | 1%
CNc1nc(Oc2cccc(NC(C)=O)c2)c2sccc2n1 | -22% | -22 | 4 | . | -2% | -4% | 6 | -4% | 0%
Cc1cc2c3c([nH]c2cc1S(=O)(=O)NCCCOC(C)C)CC(C)(C)CC3=O | ? | 10 | 0 | 14% | 0% | -6% | 2 | 3% | ?
COc1ccc(-c2nnc(SC)o2)c(OC)c1 | -4% | -3 | 5 | -6% | 29% | 23% | -11 | 5% | 0%
O=C(CSc1nnc2scc(-c3ccccc3)n12)NCc1ccco1 | ? | 13 | 0 | 0% | 1% | 8% | -16 | 14% | 12%
CCOC(=O)C1CCN(C(=O)CC(NS(=O)(=O)c2ccc(OC)cc2)C(C)C)CC1 (stereo not drawn) | ? | 2 | 3 | 19% | 13% | 9% | 14 | 0% | 11%
CCN(Cc1ccccc1)C(=O)COC(=O)c1cc(=O)[nH]c2ccccc12 | -18% | -21 | -10 | -2% | 8% | 5% | 6 | 16% | 1%
CC(C)CNc1cc(=O)n(C)c(=O)n1C | -5% | -16 | -6 | 8% | 0% | -7% | -9 | 23% | 7%
CC1(C)CC(=O)C2=C(C1)Oc1ncn3nc(-c4cccnc4)nc3c1C2c1ccccc1 (stereo not drawn) | -3% | ? | -9 | -2% | 1% | 13% | 20 | -2% | -3%
Cc1cc(Nc2nc3ccccc3nc2Cl)n(-c2ccc([N+](=O)[O-])cc2)n1 | ? | -16 | -10 | 8% | -5%[9.24 µM] | ? | -87* | 1% | -8%
CCN(CC(=O)Nc1c(F)cccc1F)C(=O)c1ccc(OCC(=O)N2CCOCC2)c(OC)c1 | 19% | -1 | 1 | -132%[inhibitor] | 4% | 2% | 10 | 0% | 0%
Cc1ccc(C2=NOC(C)(c3nnc(-c4ccc(F)cc4)o3)C2)cc1 (stereo not drawn) | -3% | -5 | 3 | -8%[9.22 µM] | -2% | 4% | -2 | 21% | 10%
CCc1nnc(NC(=O)C2CCCN2C(=O)Nc2ccccc2OC)s1 (stereo not drawn) | 11% | 7 | -7 | -3% | -5% | 2% | 11 | -1% | 0%
CC(NC(=O)c1cc(=O)[nH]c2ccccc12)c1ccc(F)cc1F (stereo not drawn) | -25% | -7 | -4 | -1% | 8% | -1% | -4 | 18% | 5%
COc1ccc(C)cc1NC(=O)COCC(=O)O | 15% | -10 | 17 | 2% | 2% | -5%[9.24 µM] | 16 | -14% | 4%
CCCNC(=O)CC1Sc2ccccc2NC1=O (stereo not drawn) | 10% | 15 | 13 | -10% | 7% | 6% | 14 | -4% | -3%
CC(C)c1cc(CNC(=O)C2CCC(=O)N(CCc3ccc(Cl)cc3)C2)on1 (stereo not drawn) | 2% | 1 | -4 | -10% | 26% | 21% | 9 | 4% | 23%
CC(=O)c1ccc(NC(=O)CSc2nnc(-c3ccco3)c(-c3ccco3)n2)cc1 | 1% | ? | 7 | -8% | -22% | -20% | -26 | 24% | 19%
CC(C)CC(=O)c1c[nH]c(C(=O)NCc2cccs2)c1 | 0% | -1 | 1 | 1% | 2% | 0% | 0 | -6% | -9%
CCOC(=O)c1c(NC(=O)C2C3CCC(O3)C2C(=O)O)sc2c1CCCC2 (stereo not drawn) | -1% | 0 | 7 | -7% | -10% | -5% | 0 | 0% | 8%
COc1ccccc1S(=O)(=O)N1CCn2cccc2C1C (stereo not drawn) | 0% | 8 | -1 | -5% | 11% | 2% | -6 | 9% | 9%
O=C(Nc1ncnc2c1CCC2)C12CC3CC(CC(C3)C1)C2 | -28% | -19 | -6 | 0% | -4% | -1% | 27 | 18% | 6%
CCCC(C)NC(=O)c1ccc2[nH]c3c(c2c1)CC(C)CC3 (stereo not drawn) | -24% | -19 | -12 | -1% | -7% | -5% | ? | 18% | -1%
CCCCNS(=O)(=O)CCNCc1ccccc1OC | -4% | ? | -19 | -2% | -2% | ? | 4 | -2% | 3%
Cc1ccc(NC(=S)N(CCN2CCCCC2)Cc2ccco2)cc1Cl | ? | ? | -34 | 7% | ? | ? | -98* | 8% | -15%
Cc1cc2nn(-c3ccc(Cl)cc3)nc2cc1N | -2% | -6 | 1 | 23µM* | 2% | 1% | 15 | -1% | -1%
Cc1ccccc1NS(=O)(=O)c1ccc2c(c1)oc(=O)n2C | -11% | 5 | 2 | -10% | -2% | 13% | 4 | -3% | -10%
Cc1ccc(N2C(=O)C(CC(=O)Nc3cccc(F)c3)N(CCc3ccncc3)C2=O)cc1 (stereo not drawn) | ? | -21 | -5 | -1% | -3% | 0% | 0 | 3% | 0%
COc1ccc([C@H]2CC(=O)C=C(c3ccccc3-c3ccccc3)C2)cc1 | ? | ? | -8 | ? | ? | ? | 26 | 3% | ?
CCSc1nnc(NC(=O)C2CC(=O)N(Cc3ccccc3)C2)s1 (stereo not drawn) | ? | 4 | 9 | -2% | -2% | 5% | 29 | -1% | 13%
O=C(CCC(=O)N1CCN(c2ccc(F)cc2)CC1)c1ccc(F)cc1 | -10% | 9 | -10 | ? | 3% | -3% | ? | 11% | -4%
Cc1cc(C(=O)OCC(=O)N(CC(C)C)c2c(N)n(Cc3ccccc3)c(=O)[nH]c2=O)c(C)o1 | 31% | 22 | 4 | 1% | 6% | 3% | -15 | -4% | 5%
Cc1ccc(OCCN(C)C(=O)C2CCC(=O)N(Cc3ccccc3F)C2)cc1 (stereo not drawn) | ? | 13 | 2 | -4% | 2% | 4% | 10 | 14% | ?
CC1CCCN(CCCNC(=O)CN2C(=O)COc3ccccc32)C1 (stereo not drawn) | -5% | 7 | -11 | 5% | 1% | 12% | -8 | -5% | -5%
CCN(CC)S(=O)(=O)c1ccc(N2CC(C(=O)NCCC3=CCCCC3)CC2=O)cc1 (stereo not drawn) | -23% | 4 | -2 | -7% | 3% | -4% | 10 | 1% | 3%
Cc1ccccc1OCC(O)CN1CCN(c2ccc(Cl)cc2)CC1 (stereo not drawn) | 5% | ? | 2 | 2% | -2% | -19% | 10 | 3% | -2%
COc1ccccc1-n1c(SCC(=O)Nc2ccc(C)cc2)nc(O)cc1=O | 11%&21% | -11 | -7&-2 | -2% | -3% | -6% | 38 | 0% | 3%&29%
Cc1ncc(CO)c2c1Oc1nc(-c3ccccc3)nc(SCC(=O)Nc3cccc(O)c3)c1C2 | -11% | 13 | -1 | ? | 7% | -19% | 7 | 2% | ?
CCn1c(=O)c(C(=O)NCCc2ccc(Cl)cc2)c(O)c2ccccc21 | -10% | 18 | 1 | 24% | -6% | 11% | 0 | -5% | -1%
O=C(CSc1nnc(CN2CCOCC2)n1-c1ccccc1)N1CCc2ccccc21 | 0% | 15 | 2 | 1% | 0% | 14% | -11 | -6% | 10%
COc1cc(NC(=O)COC(=O)c2ccccc2F)cc(OC)c1 | 3% | -8 | -20 | -4% | 0% | 8% | 10 | 3% | 0%
CCSc1nc2c(cnn2-c2ccc(C)c(C)c2)c(=O)[nH]1 | 2% | -3 | -1 | -16% | 10% | 13% | 12 | -1% | 7%
CCCNC(=O)c1c(N)n(-c2cccc(OC)c2)c2nc3ccccc3nc12 | ? | 75 | 4 | ? | -14% | -13% | -71* | -1% | -13%
Cc1cc(-c2nnc(SCC(=O)Nc3ccccc3C(F)(F)F)o2)c(C)n1-c1ccccc1 | 9% | -28 | -3 | -1% | -6% | -4% | -12 | -22% | -14%
CCCCNC(=O)C(NC(=O)c1ccc2ccccc2c1)C(=O)c1ccccc1 (stereo not drawn) | ? | 21 | 7 | . | ? | -23% | 47 | . | 4%
CC(C)N(CCO)Cc1nc(C(c2ccccc2)c2ccccc2)no1 | 14% | 6 | -4 | 0% | -5% | -3% | -18 | 2% | ?

By substructure: the entries above with a COOH group.
SMILES | KB-V1 cytotox | DRD3 antagonist | D3 ag | SW480 rereplic | HT1080 IDH1KD tx | HT1080NT lethal | IL1B secr inh | GLP-1R agonist | KB-3-1 cytotox
COc1ccc2[nH]c(C(=O)O)c(NC(=O)c3cc(OC)c(OC)c(OC)c3)c2c1 | -12% | 1 | 4 | -15% | 2% | 3% | 38 | -1% | 4%
COc1ccc(C)cc1NC(=O)COCC(=O)O | 15% | -10 | 17 | 2% | 2% | -5%[9.24 µM] | 16 | -14% | 4%
CCOC(=O)c1c(NC(=O)C2C3CCC(O3)C2C(=O)O)sc2c1CCCC2 (stereo not drawn) | -1% | 0 | 7 | -7% | -10% | -5% | 0 | 0% | 8%

Compounds were not picked by outcome; 12% or so of the library scored in one or more.
